Compound activity as filed in PubChem BioAssay.
TcdB inh: inhibitors of Clostridioides difficile toxin B glycohydrolase; P18177; hit rate 0.24% among 350,000; TcdB glycohydrolase enzymatic assay, plate reader; inhibition, % at 9.99 µM; AID 652162; in the data active means inhibition above about 10%
PriA SSB inh: K. pneumoniae PriA-SSBct interaction inhibition | hit rate 0.6% among 430,000 | AID 1272365 | inhibition, % at 33 µM | AlphaScreen SSBct-PriA binding, biotinylated peptide; in the data active means inhibition mostly above about 37%, no sharp cut-off; inactive means mostly below about 20%;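 further: plate controls were negative control peptide for no effect and reference peptide for full effect; strong numbers were not always called active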
Y pestis TopoI: inhibitors of Yersinia pestis topoisomerase I; hit rate 0.064% among 360,000; Y. pestis Topo-I cleavage product accumulation, plate reader; activity, % at 10 µM; in the data active means activity above about 50%, passing the limit was not always enough; further: inactives centre near 2
MazEF act: activators of E. coli MazEF toxin-antitoxin RNase; P0AE70; FAM/BHQ RNA-DNA oligo cleavage fluorescence, 5 h; activation, % at 20 µM; hit rate 0.32% among 350,000; AID 504720; in the data active means activation above about 50%
Target sequence (P0AE70 whole entry, looked up): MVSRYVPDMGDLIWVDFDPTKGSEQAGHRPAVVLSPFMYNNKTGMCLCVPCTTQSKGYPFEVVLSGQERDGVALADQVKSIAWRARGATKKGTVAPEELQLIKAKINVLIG
PrPC surface inh: cell surface PrPC inhibition, primary TR-FRET screen. AID 720596. inhibition, % at 13.8 µM. TR-FRET read-out. hit rate 0.43% among 370,000; in the data active means inhibition above about 24%; further: 0% = median of the test wells and 100% = reference compound wells
CCHFV vOTU inh: blocks the CCHF virus ovarian tumor domain protease | CCHFV vOTU protease, Pep-AMC fluorescence | inhibition, % at 11.5 µM | hit rate 0.55% among 370,000 | AID 651958; in the data active means inhibition above about 30%; further: 0% = vehicle wells with enzyme and 100% = no enzyme wells
3CLpro inhibitor: SARS-CoV 3CLpro protease inhibition; P0C6X7; recombinant SARS-CoV 3CLpro, quenched FRET peptide cleavage; inhibition, % at 6 µM; hit rate 0.14% among 290,000; in the data active means inhibition above about 12%
BH1578 lux ind: induces V. cholerae light production without autoinducers; hit rate 0.16% among 350,000; V. cholerae BH1578 lux reporter, luminescence, 6 h; activation, % at 18.7 µM; in the data active means activation mostly above about 9.7%, no sharp cut-off; further: not every result past the cut was called active; inactives centre near 0; reference of the scale not given here
Rv3671c inh: inhibitors of M. tuberculosis serine protease Rv3671c; inhibition, % at 5.96 µM; AID 2606; P9WHR9; hit rate 0.048% among 320,000; in the data active means inhibition above about 38%;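 further: extracellular domain of Rv3671c used as enzyme; 0% = enzyme with DMSO and 100% = no enzyme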
Target sequence (P9WHR9 whole entry, looked up, the tested form may be a part): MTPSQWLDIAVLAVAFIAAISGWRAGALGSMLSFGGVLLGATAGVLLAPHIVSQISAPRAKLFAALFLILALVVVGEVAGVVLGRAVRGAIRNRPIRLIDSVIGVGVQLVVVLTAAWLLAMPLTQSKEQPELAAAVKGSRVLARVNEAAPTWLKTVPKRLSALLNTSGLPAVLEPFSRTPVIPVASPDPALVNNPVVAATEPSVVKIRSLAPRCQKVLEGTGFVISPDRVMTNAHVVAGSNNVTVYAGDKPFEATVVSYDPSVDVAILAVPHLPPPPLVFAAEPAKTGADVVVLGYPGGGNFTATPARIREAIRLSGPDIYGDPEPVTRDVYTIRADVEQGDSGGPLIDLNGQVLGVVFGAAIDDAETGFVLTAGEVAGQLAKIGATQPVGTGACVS
VHR inh abs: blocks human VHR1 dual specificity phosphatase | hit rate 0.52% among 290,000 | recombinant VHR phosphatase, pNPP absorbance | inhibition, % at 13.3 µM; in the data active means inhibition above about 50%; further: some compounds called inactive have numbers as strong as hits
Target sequence (P51452 whole entry, looked up): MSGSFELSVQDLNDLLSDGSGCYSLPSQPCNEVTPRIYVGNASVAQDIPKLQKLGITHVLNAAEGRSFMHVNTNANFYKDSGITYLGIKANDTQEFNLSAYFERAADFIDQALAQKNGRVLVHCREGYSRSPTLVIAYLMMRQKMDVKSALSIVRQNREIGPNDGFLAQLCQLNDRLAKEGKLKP
* marks the source's active call; other numbers are inactive results; i = inactive; x = no result given. Some of the compounds tested. The share of hits here may be higher or lower than overall.

Molecule	PrPC surface inh	BH1578 lux ind	CCHFV vOTU inh	MazEF act	PriA SSB inh	Y pestis TopoI	Rv3671c inh	VHR inh abs	TcdB inh	3CLpro inhibitor
CC1CC(C)CN(C(=O)c2ccc(S(=O)(=O)N3CCCCC3)cc2)C1 (stereo unspecified)	2	i	-10	3	-10	-6	-2	15	0.5	-3
CN(C(=O)c1cccc(N2C(=O)C3CC=CCC3C2=O)c1)C1CCCCC1 (stereo unspecified)	-1	-1.0	8	4	-4	-1	-2	x	x	-1
CCOC(=O)c1c(S(=O)(=O)NCC(=O)Nc2ccc(C)cc2)c(C)n(C)c1C	-1	0.5	10	6	1	-9	-3	-1	1.8	-4
CCCCN(C(=O)CSc1nnc(-c2ccco2)o1)c1c(N)n(Cc2ccccc2)c(=O)[nH]c1=O	7	-0.2	-2	5	-1	1	11	-1	0.0	7
CCc1ccc2c(c1)NC(=O)C2(C)Cc1ccc(C(F)(F)F)nc1 (stereo unspecified)	-10	i	9	x	x	-1	x	x	0.9	x
Cc1ccc(NC(=O)CCNS(=O)(=O)c2ccccc2)c(C(=O)c2ccccc2)c1	4	1.2	1	3	0	6	-6	21	x	2
COc1cc(/C=C/CN2CCN(Cc3ccc(C)o3)C(CCO)C2)ccc1O (stereo unspecified)	-6	i	9	-10	3	5	-1	16	5.4	-3
COc1ccc(N/C=C2\C(=O)CCc3c2oc2cc(Cl)c(O)c(Cl)c32)cc1	-2	i	-16	120*	-7	-16	-6	4	1.1	2
CN(C(=O)CCc1nc2ccccc2s1)c1ccccc1	-6	-0.4	0	4	-12	10	-5	13	0.3	2
c1ccc(NC2=Nc3ccccc3CC2)cc1	0	-0.2	2	0	-4	5	2	16	x	2

(listing goes on)
Molecule	PrPC surface inh	BH1578 lux ind	CCHFV vOTU inh	MazEF act	PriA SSB inh	Y pestis TopoI	Rv3671c inh	VHR inh abs	TcdB inh	3CLpro inhibitor
Cc1ccc(-c2c(C(=O)O)c3ccccc3[nH]c2=O)cc1	5	i	9	14	-4	-3	10	24	0.6	5
CC(C)OC(=O)/C(=C\C=C\c1ccccc1)NC(=O)c1ccccc1	-1	-0.1	15	4	-3	22	5	10	x	-3
COc1cc(/C=N/NC(=O)c2ccc(CSc3nncn3C)cc2)cc(OC)c1O	1	-0.7	-6	-7	x	3	8	-9	-27	0
O=C(O)C1CCCN1S(=O)(=O)c1cc(Cl)ccc1Cl (stereo unspecified)	1	i	-4	6	-21	5	7	17	1.4	8
COc1ccc(NC(=O)NNC(=O)COc2ccc3cc(Br)ccc3c2)c(OC)c1	18	i	-13	-49	12	13	-19	24	3.8	-1
COc1cccc(-c2nc(CS(=O)CC(=O)NCc3ccccc3)c(C)o2)c1 (stereo unspecified)	-6	0.2	-5	-5	1	20	-1	32	0.8	0
N#C/C(=C\c1c(Oc2ccc(Cl)cc2)nc2ccccn2c1=O)C(=O)NC1CCS(=O)(=O)C1 (stereo unspecified)	-10	i	-19	14	-5	8	-1	26	0.5	-4
COc1ccc(CNCCS(=O)(=O)NN2CCOCC2)cc1	3	i	13	16	-10	1	x	x	-7.3	x
CC(CC(=O)Nc1ccc(S(=O)(=O)Nc2ncccn2)cc1)c1ccccc1 (stereo unspecified)	0	-0.2	13	1	7	4	1	12	-10.0	-3
Cn1c(NCc2ccc3occc3c2)nc2cc(-c3ccc(F)cc3)sc2c1=O	4	-0.6	10	x	x	15	x	x	0.3	x

New compounds follow:
Molecule	PrPC surface inh	BH1578 lux ind	CCHFV vOTU inh	MazEF act	PriA SSB inh	Y pestis TopoI	Rv3671c inh	VHR inh abs	TcdB inh	3CLpro inhibitor
O=c1c2ccccc2nc(-c2ccccc2Cl)n1-c1ccc(O)cc1	-1	i	-11	-1	-14	8	6	17	2.5	5
O=C(Nc1ccc(Cl)cn1)c1cc2ccccc2o1	-4	0.7	6	-11	-15	5	-20	2	x	-2
CCOC(=O)c1cnc(-n2nc(C)cc2C)nc1NCc1ccccc1	12	x	8	4	-14	16	-2	2	x	3
CCOc1cc(N2CCOCC2)c(OCC)cc1NC(=O)c1ccc(F)c(S(=O)(=O)N2CCOCC2)c1	-7	-1.1	2	5	-1	-8	x	x	-2.5	x
CC(=O)Oc1cc2oc(=O)c3c(c2cc1Cl)CCC3	3	-6.2	-340	-6	-17	0	-2	19	x	-1
Cc1ccc(N(CC(=O)N/N=C/c2ccc(OC3CSC3)cc2)S(=O)(=O)c2ccccc2)cc1	-7	i	8	7	x	-1	-12	-8	x	0
Cc1ccnc(N2CCC(C(=O)Nc3ccc(Oc4ccccc4)cc3)CC2)n1	-1	-0.7	-8	-12	-4	4	-9	15	x	-4
CCOc1cc(CNCCCN2CCOCC2)cc(Cl)c1OCC(=O)NC(C)(C)C	-6	i	-1	10	-6	-3	2	20	0.2	-3
CCOC(=O)c1oc2ccccc2c1NC(=O)COc1cccc(OC)c1	1	-0.4	-20	-9	-8	-6	1	-11	-4.4	0
CCOC(=O)C1CCCN(c2c(C(=O)c3ccccc3)cnc3ccc(OC)cc23)C1 (stereo unspecified)	3	-0.4	7	4	7	39	-1	24	2.1	5

Ordered by heavy-atom count (lowest first): some entries from above.
Molecule	PrPC surface inh	BH1578 lux ind	CCHFV vOTU inh	MazEF act	PriA SSB inh	Y pestis TopoI	Rv3671c inh	VHR inh abs	TcdB inh	3CLpro inhibitor
CC(=O)Oc1cc2oc(=O)c3c(c2cc1Cl)CCC3	3	-6.2	-340	-6	-17	0	-2	19	x	-1
COc1ccc(CNCCS(=O)(=O)NN2CCOCC2)cc1	3	i	13	16	-10	1	x	x	-7.3	x
O=c1c2ccccc2nc(-c2ccccc2Cl)n1-c1ccc(O)cc1	-1	i	-11	-1	-14	8	6	17	2.5	5
CCOC(=O)c1cnc(-n2nc(C)cc2C)nc1NCc1ccccc1	12	x	8	4	-14	16	-2	2	x	3
CCOC(=O)c1oc2ccccc2c1NC(=O)COc1cccc(OC)c1	1	-0.4	-20	-9	-8	-6	1	-11	-4.4	0
CC(CC(=O)Nc1ccc(S(=O)(=O)Nc2ncccn2)cc1)c1ccccc1 (stereo unspecified)	0	-0.2	13	1	7	4	1	12	-10.0	-3
Cn1c(NCc2ccc3occc3c2)nc2cc(-c3ccc(F)cc3)sc2c1=O	4	-0.6	10	x	x	15	x	x	0.3	x
COc1ccc(NC(=O)NNC(=O)COc2ccc3cc(Br)ccc3c2)c(OC)c1	18	i	-13	-49	12	13	-19	24	3.8	-1
CCOC(=O)C1CCCN(c2c(C(=O)c3ccccc3)cnc3ccc(OC)cc23)C1 (stereo unspecified)	3	-0.4	7	4	7	39	-1	24	2.1	5
N#C/C(=C\c1c(Oc2ccc(Cl)cc2)nc2ccccn2c1=O)C(=O)NC1CCS(=O)(=O)C1 (stereo unspecified)	-10	i	-19	14	-5	8	-1	26	0.5	-4
Cc1ccc(N(CC(=O)N/N=C/c2ccc(OC3CSC3)cc2)S(=O)(=O)c2ccccc2)cc1	-7	i	8	7	x	-1	-12	-8	x	0
CCOc1cc(N2CCOCC2)c(OCC)cc1NC(=O)c1ccc(F)c(S(=O)(=O)N2CCOCC2)c1	-7	-1.1	2	5	-1	-8	x	x	-2.5	x

(listing goes on)
Molecule	PrPC surface inh	BH1578 lux ind	CCHFV vOTU inh	MazEF act	PriA SSB inh	Y pestis TopoI	Rv3671c inh	VHR inh abs	TcdB inh	3CLpro inhibitor
O=C(Oc1ccc(-c2cnc3ccccc3n2)cc1)c1ccc(Br)o1	-1	-0.4	4	-33	-7	1	-3	-2	1.4	7
CCOC(=O)c1ccccc1NC(=O)COC(=O)C(CCSC)NC(=O)COc1ccccc1 (stereo unspecified)	x	-1.7	x	-2	-1	39	-11	x	x	x
CCCCNc1ccc(S(=O)(=O)c2cccc([N+](=O)[O-])c2)cc1[N+](=O)[O-]	-3	-0.3	-8	-5	-1	3	2	4	x	3
O=C(O)c1cc(Cl)c(Cl)cc1C(=O)N1CCCC1	5	i	-2	-4	-11	0	-5	-9	-0.1	-4
CCn1c(=N)n(CC(O)c2ccco2)c2ccccc21 (stereo unspecified)	-5	-27	2	-12	-6	3	-2	-20	x	-2
CCOc1ccc(-c2c(C#N)c(N)nc3sc(C(=O)c4ccccc4)c(N)c23)cc1	9	-3.7	2	-160	-4	2	-6	7	-0.4	-1
O=C(CN1CCCC1)N1CCCc2ccccc21	1	i	6	1	-2	1	2	31	0.9	0
Cc1ccc(S(=O)(=O)Nc2ccc(C(N)=O)cc2)cc1[N+](=O)[O-]	-12	i	12	1	-19	-4	-2	16	0.2	-1
COc1cccc(CNC(=O)c2cccc(S(=O)(=O)N3CCN(C)CC3)c2)c1	-1	-0.8	11	0	-3	-12	-4	32	1.4	-1
CC(=O)NCCC(=O)Nc1cc(S(=O)(=O)N2CCOCC2)ccc1N1CCCC1	3	i	-6	0	-2	-3	1	x	-0.6	x

The list goes on (three carried over from the part before).
Molecule	PrPC surface inh	BH1578 lux ind	CCHFV vOTU inh	MazEF act	PriA SSB inh	Y pestis TopoI	Rv3671c inh	VHR inh abs	TcdB inh	3CLpro inhibitor
Cc1ccc(S(=O)(=O)Nc2ccc(C(N)=O)cc2)cc1[N+](=O)[O-]	-12	i	12	1	-19	-4	-2	16	0.2	-1
COc1cccc(CNC(=O)c2cccc(S(=O)(=O)N3CCN(C)CC3)c2)c1	-1	-0.8	11	0	-3	-12	-4	32	1.4	-1
CC(=O)NCCC(=O)Nc1cc(S(=O)(=O)N2CCOCC2)ccc1N1CCCC1	3	i	-6	0	-2	-3	1	x	-0.6	x
CC(CNC(=O)COC(=O)c1cccnc1Cl)c1ccccc1 (stereo unspecified)	2	0.7	-10	-4	-10	3	x	x	-1.0	x
Cc1cccc(NC(=O)/C(C#N)=C/c2ccc[nH]2)c1C	-13	0.7	4	-3	2	-5	x	8	0.7	-1
COC(=O)c1c(NC(=O)c2ccccc2C(=O)O)sc2c1CCC2	-4	i	25	-1	-7	4	0	0	-2.1	0
O=C(NCc1ccco1)c1cccn2c(=O)c3c4c(sc3nc12)CCCC4	1	-0.3	-16	13	-6	3	-5	34	x	4
CCOc1ccccc1N(CC(=O)NC1CCCCC1)C(=O)CCC(=O)Nc1cc(C)ccn1	-3	-0.4	11	2	-17	27	0	1	-0.7	-4
COc1ccc(NC(=O)C2(C)CCN2Cc2ccccc2OC(F)F)cc1OC (stereo unspecified)	1	0.9	2	x	x	-1	x	x	0.5	x
COc1ccc(/C=C/C(=O)Nc2ccccc2C(=O)O)cc1	-7	-0.7	24	3	-15	-5	-6	12	3.0	10
O=C(NCCc1c[nH]c2ccccc12)C1CCC(Cn2c(=S)[nH]c3ccccc3c2=O)CC1 (stereo unspecified)	-10	-0.3	-1	-1	11	3	-55	12	x	0
O=C(O)CCSC(=S)N1CCOCC1	7	-0.2	-5	6	-4	5	-6	25	2.2	1
CC(=NC(C)C)C1=C(O)CCC1=O	5	x	16	0	-1	4	-1	-4	x	0

Next section:
Molecule	PrPC surface inh	BH1578 lux ind	CCHFV vOTU inh	MazEF act	PriA SSB inh	Y pestis TopoI	Rv3671c inh	VHR inh abs	TcdB inh	3CLpro inhibitor
N#CC1=C(N)Oc2cc3ccccc3cc2C1c1cccs1 (stereo unspecified)	8	-7.1	13	10	-1	-5	-7	13	x	2
Cc1cccc(NS(=O)(=O)c2cccc(C(=O)NCC3(N4CCCCC4)CCCCC3)c2)c1	1	i	-3	1	-1	10	3	x	0.1	x
Cc1ccc(S(=O)(=O)N2CC(O)C[C@H]2C(=O)OCC(=O)c2ccccc2)cc1 (stereo partly specified)	0	i	-9	-2	-17	5	1	-5	x	-5
Cn1nccc1C(=O)N1CCN(c2ccc(F)cc2)CC1	-3	i	-11	-2	-8	1	-8	4	x	-4
O=C1CN(C(=O)CN2CCN(S(=O)(=O)c3ccccc3)CC2)c2ccccc2N1	-3	i	0	0	x	8	x	x	1.1	x
COc1ccc(/C=C/C(=O)C2CC2)cc1COc1c(C)cccc1C	-4	0.0	-8	-2	-8	12	2	0	1.2	3
